Screening data (PubChem BioAssay)
procasp7 counter – counter-screen: procaspase-7 (human) activation | P55210 | recombinant procaspase-7, Ac-DEVD-pNA absorbance 405 nm; D23A/D198A/D206A triple mutant, cannot self-cleave; scale: DMSO 0, 5 µM enzyme 100 | activation, % at 8.5 µM | actives 0.093% (n = 330,000) | AID 463210;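 active = percent activation above the screen-wide mean plus 3 SD, cut at about 25% in these data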
Target sequence (P55210 whole entry D23A/D198A/D206A): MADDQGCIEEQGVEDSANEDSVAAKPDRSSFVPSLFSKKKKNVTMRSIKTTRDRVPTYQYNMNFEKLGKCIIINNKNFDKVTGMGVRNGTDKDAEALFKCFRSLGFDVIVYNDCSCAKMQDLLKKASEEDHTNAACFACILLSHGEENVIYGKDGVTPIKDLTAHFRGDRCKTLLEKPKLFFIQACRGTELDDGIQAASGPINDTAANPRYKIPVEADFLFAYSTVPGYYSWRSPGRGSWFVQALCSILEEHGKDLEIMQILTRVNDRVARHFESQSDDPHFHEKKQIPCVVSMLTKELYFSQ
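Assay system: Uncleavable procaspase-7 mutant enzyme / Input: 2 µM procaspase-7 mutant as dispensed / Dosing: single nominal 8.5 µM compound dose, 0.8% DMSO final / Timing: 1 h enzyme–compound preincubation and 2 h substrate reaction, both 25 °C / Detection: p-Nitroaniline absorbance at 405 nm, read at 0 and 120 min / Replication: singlicate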
LAP4 TOR yeast – alters LAP4-GFP fluorescence in TOR pathway yeast screen; S. cerevisiae LAP4-GFP multiplex, flow cytometry GFP, 3 h; median GFP as percent of DMSO wells; actives 0.34% (n = 320,000); GFP response vs DMSO, % at 10 µM;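 active = GFP response vs DMSO above a set limit, about the screen mean plus 3 SD, cut at about 150% in these data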
RPL19A-GFP yeast – modulators of TOR pathway RPL19A-GFP in S. cerevisiae; S. cerevisiae RPL19A-GFP strain, flow cytometry, 3 h; hits give low values; actives 0.3% (n = 330,000); percent response vs DMSO, % at 10 µM; AID 2025;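 active = percent response vs DMSO below 50%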;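 also: median channel GFP fluorescence of the barcoded RPL19A-GFP strain; ratio of sample median GFP to plate DMSO average so 100% = DMSO; lower means less RPL19A-GFP as with rapamycin TOR inhibition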
AGP1-GFP MLPCN – yeast TOR pathway AGP1-GFP modulation | S. cerevisiae AGP1-GFP multiplex flow cytometry, 3 h; GFP as percent of DMSO wells | GFP response vs DMSO, % at 10 µM | actives 0.02% (n = 320,000) | AID 2066;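 active = GFP response relative to DMSO above a set limit, near screen average plus 3 SD, cut at about 150% in these data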;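 also: median GFP channel fluorescence of the gated AGP1 strain per well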
CIT2-GFP yeast – alters CIT2-GFP fluorescence in TOR pathway yeast screen | S. cerevisiae CIT2-GFP strain, flow cytometry, 3 h; 100 means same as DMSO wells | GFP response vs DMSO, % at 10 µM | actives 0.065% (n = 320,000);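 active = GFP response relative to DMSO above a set limit, near the screen mean plus 3 SD, cut at about 150% in these data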;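 also: ratio of well median GFP fluorescence to mean of DMSO wells on the plate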
AHR activator – activates the human aryl hydrocarbon receptor; activation, % at 5 µM; AHR-responsive luciferase reporter cells, luminescence; P35869; actives 2.5% (n = 320,000); in the data active = activation above about 47%;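 also: 0% = vehicle wells and 100% = reference agonist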
procasp3 activ – activators of human procaspase-3; recombinant procaspase-3 D3A, Ac-DEVD-pNA absorbance 405 nm; activation, % at 8.5 µM; actives 0.11% (n = 330,000); AID 463141;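 active = activation above the mean of all tested compounds plus 3 SD, cut at about 21% in these data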;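 also: 0% = DMSO alone and 100% = DMSO wells spiked with extra 5 µM PC-3 D3A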
Target sequence (P42574 whole entry D9A/D28A/D175A): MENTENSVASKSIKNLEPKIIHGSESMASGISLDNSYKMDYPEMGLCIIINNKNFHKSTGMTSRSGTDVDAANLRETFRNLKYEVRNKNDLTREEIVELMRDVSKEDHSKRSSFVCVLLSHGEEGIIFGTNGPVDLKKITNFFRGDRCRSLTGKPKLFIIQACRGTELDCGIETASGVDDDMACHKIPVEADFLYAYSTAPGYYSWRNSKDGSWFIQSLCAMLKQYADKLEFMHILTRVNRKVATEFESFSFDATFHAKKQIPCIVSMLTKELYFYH
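System: Procaspase-3 D3A mutant. Medium: Zinc-free 300 mM NaCl, 50 mM HEPES, 0.01% Triton X-100. Schedule: 1 h preincubation plus 2 h reaction at 25 °C. Measured by: 405 nm absorbance of p-nitroaniline, reads at 0 and 120 min. Read-out: percent activation relative to control range.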
MEP2-GFP yeast – yeast TOR pathway MEP2-GFP modulation; S. cerevisiae MEP2-GFP strain, flow cytometry GFP, 3 h; 100% = DMSO control level; GFP response vs DMSO, % at 10 µM; actives 0.51% (n = 330,000); AID 2016;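 active = GFP response versus DMSO above a set limit, roughly screen mean plus 3 SD, cut at about 180% in these data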;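 also: median GFP fluorescence of the barcode-gated MEP2-GFP cells per well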
An asterisk follows results filed as active.

SMILES	procasp7 counter	LAP4 TOR yeast	RPL19A-GFP yeast	AGP1-GFP MLPCN	CIT2-GFP yeast	AHR activator	procasp3 activ	MEP2-GFP yeast
CN(C)S(=O)(=O)c1ccc(Cl)c(C(=O)Nc2ccc(S(=O)(=O)N3CCOCC3)cc2)c1	2.3	98.2	102.2	105.2	106.9	-3.6	6.5	107.0
CN(CCc1ccccn1)S(=O)(=O)c1ccc2c3c(cccc13)C(=O)N2	0.4	88.2	94.2	88.3	86.9	4.8	-6.9	89.8
Cc1ccc(C2(C)NC(=O)N(CC(=O)NC(=O)NC(C)C)C2=O)cc1 (configuration not stated)	1.8	110.1	98.0	97.2	100.1	0.1	1.1	110.0
CSC1=NC(=O)/C(=C/c2ccc(SC)cc2)S1	-5.8	175.6*	78.3	84.1	51.2	3.5	-14.7	98.0
O=C(CCNC(=O)c1ccc(Br)cc1)NC1CCCc2ccccc21 (configuration not stated)	2.2	105.1	101.8	107.4	111.1	6.5	-9.1	98.8
Cc1ccc(-c2nn3nnnc3c3ccccc23)cc1C	11.3	104.5	96.9	103.7	100.5	-0.9	-0.6	97.3
CCc1sc(C(=O)Nc2ccc3nc(C)sc3c2)cc1C	-1.2	118.6	92.0	85.9	81.0	-1.4	1.3	101.2
CC(C)NC(=S)N/N=C/C1=CCC2CC1C2(C)C (configuration not stated)	1.9	98.0	102.1	94.1	96.3	-1.9	1.6	110.0
c1ccc(-n2c3ccccc3c3ccccc32)cc1	-10.1	86.1	93.8	93.8	88.8	1.1	10.1	85.8
O=C(NCc1ccc(S(=O)(=O)Nc2ccccc2Cl)s1)c1ccccc1	-6.5	104.1	89.2	102.2	97.5	-1.4	-7.0	89.8
Cc1ccc2ncccc2c1N	-3.0	110.1	98.9	106.5	101.4	13.7	5.0	109.3
COc1ccc(/C=C/C(=O)O/N=C(\N)c2ccccc2)cc1OC	4.2	100.3	101.5	100.7	108.8	9.2	0.3	108.6
N#Cc1c(N)n(Cc2ccccc2)c(=O)c2cc([N+](=O)[O-])ccc12	-7.7	97.2	103.9	97.4	98.9	1.8	-0.9	105.3
Cc1ccnc(NC(=O)CNC(=O)Cc2cccc3ccccc23)c1	-10.8	85.3	86.8	85.6	79.6	6.2	-4.4	92.5
CCNC(=O)N(C)C[C@H]1N[C@@](C)(C(=O)OC)[C@H]2C(=O)N(Cc3ccccc3)C(=O)[C@@H]12	-2.5	93.6	95.6	94.0	99.9	-1.8	17.4	89.7

Records above shown as hits in LAP4 TOR yeast:
| canonical_smiles | LAP4 TOR yeast | RPL19A-GFP yeast | AGP1-GFP MLPCN | CIT2-GFP yeast | AHR activator | procasp3 activ | MEP2-GFP yeast |
| --- | --- | --- | --- | --- | --- | --- | --- |
| CSC1=NC(=O)/C(=C/c2ccc(SC)cc2)S1 | 175.6* | 78.3 | 84.1 | 51.2 | 3.5 | -14.7 | 98.0 |

New compounds follow:
SMILES	procasp7 counter	LAP4 TOR yeast	RPL19A-GFP yeast	AGP1-GFP MLPCN	CIT2-GFP yeast	AHR activator	procasp3 activ	MEP2-GFP yeast
O=C(NCc1ccccc1)C1CCC(=O)N(CC2CCCCC2)C1 (configuration not stated)	-2.8	95.5	96.4	97.3	96.9	0.5	0.9	106.9
CCOC(=O)Nc1ccc2c(c1)nc(CN1CCOCC1)n2C	-0.8	100.7	102.6	107.3	97.8	24.2	6.1	96.8
Cc1ccc(-c2nc3cc(N)ccc3o2)c(C)c1	4.3	93.5	97.8	94.4	92.7	18.1	-2.6	96.7
COc1ccc(N(CC(=O)Nc2ccc3c(c2)OCO3)S(=O)(=O)c2ccccc2)cc1OC	8.4	90.0	97.6	105.5	95.7	49.9*	8.2	92.9
COc1ccc(CCNC(=O)COC(=O)c2cc(S(=O)(=O)N3CCCC3)ccc2O)cc1	7.7	100.0	99.9	102.0	95.5	1.4	-1.9	91.6
COc1ccc(N2CCN(CC(O)COc3c(OC)cccc3OC)CC2)cc1 (configuration not stated)	-1.8	96.1	104.9	98.3	102.6	-0.2	1.4	109.6
CCc1cccc(CC)c1N(COC)C(=O)Cn1c(C(C)O)nc2ccccc21 (configuration not stated)	4.9	101.0	99.2	100.3	97.7	-1.1	-4.3	102.5
Cc1ccc(OCCC(=O)NNC(=O)c2nn(C)c(=O)c3ccccc23)cc1	-0.3	92.7	91.4	93.7	82.0	0.2	2.9	93.8
CCCC(C)C(=O)Nc1nc(C)c(-c2csc(Nc3cc(OC)ccc3OC)n2)s1 (configuration not stated)	-3.9	106.4	94.6	80.3	83.9	73.9*	-1.4	92.5
O=C(CCC(=O)N1CCN(Cc2ccccc2)CC1)Nc1nnc(C2CCCCC2)s1	-11.4	82.3	87.1	85.7	77.3	0.9	7.5	73.2
CSc1ncccc1C(=O)OCc1c(F)cccc1Cl	-3.2	97.2	99.1	91.0	92.5	-1.0	7.9	102.3
CN(/C=C/C(=C/C=[N+](C)c1ccccc1)OCCCS(=O)(=O)[O-])c1ccccc1	9.1	89.8	102.9	96.0	100.9	18.9	3.8	97.2
Cc1ccc(S(=O)(=O)N(C)c2c(C)ccc(S(=O)(=O)N3CCN(C=O)CC3)c2C)cc1	7.0	86.6	98.8	98.2	101.8	-2.1	5.5	97.6
COc1ccc(NC(=O)CSCC(=O)N(C)CCOc2ccc(Cl)cc2)cc1	4.8	107.3	102.3	103.7	101.6	1.0	-3.1	103.9
CC1CCC(=C(C#N)c2nc(-c3cc4ccccc4oc3=O)cs2)CC1 (configuration not stated)	-3.2	98.4	106.8	106.9	109.1	9.5	8.7	115.4
COc1ccc(C(=O)CCN2CCCC(C)C2)cc1 (configuration not stated)	-9.3	89.3	101.8	94.7	108.3	2.4	-18.6	105.6
Cc1ccc(SC(C)C(=O)Nc2ncn[nH]2)cc1 (configuration not stated)	3.2	95.8	95.8	98.0	93.9	-3.5	-0.7	100.7
COc1cc(OC)cc(-c2c(C#Cc3ccsc3)c3cc(-c4ccccc4OC)ccc3n2C)c1	2.8	99.0	99.4	103.7	106.3	2.1	-0.1	96.3
O=C(/C=C/c1ccc(Cl)cc1)Nc1cc(S(=O)(=O)N2CCOCC2)ccc1N1CCOCC1	0.4	84.3	98.6	90.0	96.6	-3.2	-7.7	93.5
O=C(CN1C(=O)NC2(CCCC2)C1=O)OCc1ccc(F)cc1	-4.4	105.3	98.8	107.5	97.9	1.5	2.6	98.6
Cc1onc(-c2ccccc2Cl)c1-c1nc(-c2ccccn2)no1	-3.1	89.3	94.7	99.5	109.7	91.9*	-7.6	93.1
Cc1nc(CN(C)C(=O)CC2C(=O)NCCN2Cc2ccc(F)cc2)cs1 (configuration not stated)	-3.0	106.1	99.1	98.2	101.2	-1.7	-1.0	98.3
O=P(Cc1ccncc1)(c1ccccc1)c1ccccc1	10.8	85.6	100.6	29.9	74.1	0.0	-0.3	108.3
O=C(O)CC(C(=O)OCCOc1ccccc1)N1CCOCC1 (configuration not stated)	6.0	111.3	100.2	101.2	92.1	2.3	3.3	97.5
CCOC(=O)C1=C(C)NC(=O)NC1c1ccc(-c2ccc(F)cc2)o1 (configuration not stated)	-13.6	102.3	92.4	96.7	95.2	1.2	-9.2	99.4
CCN(CC)CCNC(=O)c1ccc(NC(=O)Cc2ccccc2F)cc1	2.8	90.0	92.0	94.1	96.8	1.0	1.3	96.0
CSc1nc(N)c2c(C)c(C)sc2n1	5.6	94.4	105.9	87.4	103.2	7.0	9.2	100.2
Cc1ccc(S(=O)(=O)CC(=O)Nc2nccs2)cc1	-2.6	105.4	98.9	107.3	102.0	2.3	-4.1	105.4
C/C(=N\NC(=O)Cn1nc(C)c([N+](=O)[O-])c1C)c1ccc(Cl)s1	5.9	108.6	99.2	109.9	102.5	11.3	12.4	94.2
Clc1ccc(C2Nc3cccc4cccc(c34)N2)cc1Cl	-6.3	91.8	103.1	87.0	94.2	36.2	-0.4	108.0
Cc1cccc2c1N(C(=O)c1ccco1)C(C)(C)c1ssc(=S)c1-2	-7.1	101.0	100.6	101.4	107.0	-0.8	-13.6	102.1
Cc1ccc(CNC(=O)C2CCC(=O)N2Cc2ccc(F)cc2)cc1 (configuration not stated)	1.4	94.7	103.5	97.6	108.2	0.7	-4.4	103.5
O=C(CCCOc1ccccc1)Nc1cccc(C(=O)O)c1	-1.6	94.8	99.4	98.2	93.6	3.8	2.9	101.3
Cn1c2c(c(=O)n(C)c1=O)CN(CCN1CCNCC1)CN2	2.5	100.4	92.1	95.5	97.4	0.2	-1.9	100.5
COc1ccc(NC(=S)NCCc2ccc(Cl)cc2)c(OC)c1	1.1	91.5	93.0	92.3	76.3	3.7	-3.5	87.8
COc1ccccc1NC(=O)C1CCN(C(=O)NCc2ccccc2)CC1	0.2	96.7	98.2	102.3	101.9	-0.8	3.4	95.0
COc1ccc(C2C(=O)N(CCc3ccccc3)CC(=O)N2C2CCCCC2)cc1 (configuration not stated)	-5.6	97.8	101.5	99.0	103.8	-0.1	-1.5	105.7
Cc1cccc(NS(=O)(=O)c2cccc(C(=O)NCC(c3ccco3)N3CCCCC3)c2)c1 (configuration not stated)	4.4	94.2	93.1	99.3	94.5	1.4	-12.9	100.8
FC(F)(F)c1cccc(/C=N/NC(=S)NC2CCCCC2)c1	8.6	97.3	94.8	93.1	91.0	2.2	-4.7	94.8
Cc1ccc2cc(CN(CCCN3CCOCC3)C(c3nnnn3Cc3ccco3)C(C)C)c(=O)[nH]c2c1C (configuration not stated)	-1.4	101.2	100.3	103.8	104.5	3.2	2.3	103.9
CCN1C(=NCc2cc(OC)c(OC)c(OC)c2)N[C@@H](c2cccc(C(F)(F)F)c2)C(C(=O)OC)=C1C	-2.2	102.7	113.0	97.7	91.3	0.3	12.0	95.4
CC1(c2ccc3c(c2)OCCO3)NC(=O)N(CC(=O)Nc2ccccc2SCC#N)C1=O (configuration not stated)	-15.8	86.7	101.0	101.8	107.1	22.0	3.0	97.3
Cc1cc(C)n(CCCNC(=O)c2ccc(C)c(S(=O)(=O)N3CCOCC3)c2)n1	0.3	101.2	92.5	95.9	98.9	-1.0	-5.9	98.3
CC1CC(C)CN(c2ncc3c(n2)CC(c2ccc(Cl)cc2)CC3=O)C1 (configuration not stated)	-5.4	103.2	97.0	98.0	95.8	2.4	-2.7	99.4
COc1ccc(Cl)cc1S(=O)(=O)n1nnc2ccccc21	-2.2	96.8	95.5	101.2	98.4	0.2	5.5	101.0
O=C1CCCC2=C1C(c1cn(-c3ccccc3)nc1-c1cccs1)c1c([nH]c(=O)[nH]c1=O)N2 (configuration not stated)	-7.7	104.8	94.5	91.3	91.7	1.0	9.8	91.4
Cc1ccc(N2CC(C(=O)OCC(=O)NNC(=O)c3ccccc3)CC2=O)cc1 (configuration not stated)	7.1	106.9	99.4	106.1	90.0	5.6	-2.2	96.9

Entries above with a CF3 group:
SMILES	procasp7 counter	LAP4 TOR yeast	RPL19A-GFP yeast	AGP1-GFP MLPCN	CIT2-GFP yeast	AHR activator	procasp3 activ	MEP2-GFP yeast
FC(F)(F)c1cccc(/C=N/NC(=S)NC2CCCCC2)c1	8.6	97.3	94.8	93.1	91.0	2.2	-4.7	94.8
CCN1C(=NCc2cc(OC)c(OC)c(OC)c2)N[C@@H](c2cccc(C(F)(F)F)c2)C(C(=O)OC)=C1C	-2.2	102.7	113.0	97.7	91.3	0.3	12.0	95.4
